KCNK9 inh – blocks the human KCNK9 two-pore domain potassium channel. Q9NPC2. HEK293 KCNK9, FluxOR thallium flux fluorescence; stronger effect = lower value. B-score at 10 µM. 310,000 compounds, 1.2% hits. AID 488922;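 active means ratio B-score over 3 SD below the library mean, with starting fluorescence within 5 SD of its mean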;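 further: negative B-score means less thallium flux so channel inhibition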
KCNQ1 pot – potentiates or activates the human KCNQ1 potassium channel | B-score at 10 µM | CHO-K1 KCNQ1, thallium flux FluxOR fluorescence; stronger effect = higher value | 310,000 compounds, 0.35% hits | AID 2648;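 active means fluorescence ratio B-score, a plate-corrected score, at least three library SD, with initial intensity B-score within 5 SD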
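System: CHO-K1 cells stably expressing KCNQ1 / Medium: assay buffer for compound exposure, DMSO matched across wells / Reagent: thallium- and potassium-containing depolarizing buffer / Compound: one concentration, matched DMSO / Incubation: 20 min compound pretreatment at room temperature / Measured by: kinetic FluxOR fluorescence, 10 s baseline plus 110 s post-stimulus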
PolyA inhibitor – inhibitors of polyadenylation in S. cerevisiae; S. cerevisiae SKY197-pL101 polyadenylation reporter, beta-gal luminescence; efflux-impaired pdr1/pdr3 knockout yeast; score 100 = 6 SD above DMSO; calls only at 12 µM; 300,000 compounds, 0.02% hits;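 active means lowest replicate activity score at least 50, where 100 means six control SD above control mean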;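 further: yeast exposed to compound for 9 h at 30 °C; higher score means more reporter readthrough which indicates perturbed polyadenylation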
KCNK3 inh – human KCNK3 channel inhibition, primary screen; CHO-KCNK3 thallium flux, FluxOR fluorescence; stronger effect = lower value; B-score at 10 µM; 340,000 compounds, 0.84% hits; AID 602410;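 active means B-score under library mean minus 4 SD, starting fluorescence ratio at most library mean plus 5 SD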;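 further: more negative B-score means stronger inhibition of thallium flux through KCNK3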
TRPC4 inh – TRPC4 (mouse) channel inhibition; Q9QUQ5; HEK293 TRPC4beta/mu-opioid, DAMGO-evoked Fluo4 calcium flux; stronger effect = lower value; B-score at 10 µM; 300,000 compounds, 0.39% hits; AID 2247;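 active means B-score over 3 SD under the library average, no early fluorescence shift, positive overall ratio signal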
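Assay system: HEK293 cells with stable TRPC4beta plus mu-opioid receptor expression. Dosing: single dose. Measured by: Fluo4 Ca2+ flux fluorescence. Also added: DAMGO in two steps, submaximal then maximal. Read-out: B score from integrated Fluo4 fluorescence ratio.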
TRPC4 agonist – activators of mouse TRPC4 channel; B-score at 10 µM; HEK293 TRPC4beta/mu-opioid, Fluo4 calcium fluorescence; stronger effect = higher value; 310,000 compounds, 0.49% hits; AID 2237; Q9QUQ5;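 active means B-score above 5 SD of library B-scores, and initial fluorescence ratio not above library mean plus 5 SD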;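 further: positive B-score marks a calcium rise read as TRPC4 activation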
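System: HEK293 cells stably co-expressing mouse TRPC4beta and mu-opioid receptor; Schedule: Fluo4 dye loading 45 min at room temperature, 110 s recording; Detection: Fluo4 fluorescence, kinetic; Evaluation: B-scored integrated calcium fluorescence ratio; Controls: buffer (low) and maximal DAMGO (high).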
KCNQ1 inh – blocks the human KCNQ1 potassium channel. CHO-K1 KCNQ1, FluxOR thallium flux fluorescence; stronger effect = higher value. B-score at 10 µM. 310,000 compounds, 1.3% hits. AID 2642;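 active means compounds whose thallium flux B-score, printed positive for inhibition, exceeds three library SD while starting fluorescence stays within three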;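 further: channel opened by potassium depolarization with thallium stimulus after 20 min compound exposure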
Platelet DG rel – platelet dense granule release activity; human platelet-rich plasma, SFLLRN dense granule ATP release, luminescence; inhibition, %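 (compounds screened at 7.5 µM in platelet-rich plasma)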; 300,000 compounds, 0.22% hits;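 active means mean replicate score, as percent of positive control, at or above 50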
TRPC4 potent – TRPC4 (mouse) allosteric potentiation; AID 2227; HEK293 TRPC4beta/mu-opioid, DAMGO EC20, Fluo-4 Ca2+ flux; stronger effect = higher value; 310,000 compounds, 0.42% hits; B-score at 10 µM; Q9QUQ5;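 active means B-score of calcium response area above 5 SD of library B-scores, with initial fluorescence ratio within 5 SD of library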;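 further: B-score of integrated fluorescence ratio over time as area under calcium response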
hERG rescue – hERG (human) protection from proarrhythmic block. CHO-hERG, FluxOR thallium flux, dofetilide IC70 present. activation (rescue from dofetilide block), less the hit threshold, % at 10 µM. 310,000 compounds, 0.51% hits. Q12809;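 active means activation above the mean of controls blocked by dofetilide plus 5 SD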;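 further: thallium influx through hERG after potassium depolarization seen as dye fluorescence rise; in these data hits start at about 4.7%; inactives centre near -7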
Target sequence (Q12809 whole entry, looked up): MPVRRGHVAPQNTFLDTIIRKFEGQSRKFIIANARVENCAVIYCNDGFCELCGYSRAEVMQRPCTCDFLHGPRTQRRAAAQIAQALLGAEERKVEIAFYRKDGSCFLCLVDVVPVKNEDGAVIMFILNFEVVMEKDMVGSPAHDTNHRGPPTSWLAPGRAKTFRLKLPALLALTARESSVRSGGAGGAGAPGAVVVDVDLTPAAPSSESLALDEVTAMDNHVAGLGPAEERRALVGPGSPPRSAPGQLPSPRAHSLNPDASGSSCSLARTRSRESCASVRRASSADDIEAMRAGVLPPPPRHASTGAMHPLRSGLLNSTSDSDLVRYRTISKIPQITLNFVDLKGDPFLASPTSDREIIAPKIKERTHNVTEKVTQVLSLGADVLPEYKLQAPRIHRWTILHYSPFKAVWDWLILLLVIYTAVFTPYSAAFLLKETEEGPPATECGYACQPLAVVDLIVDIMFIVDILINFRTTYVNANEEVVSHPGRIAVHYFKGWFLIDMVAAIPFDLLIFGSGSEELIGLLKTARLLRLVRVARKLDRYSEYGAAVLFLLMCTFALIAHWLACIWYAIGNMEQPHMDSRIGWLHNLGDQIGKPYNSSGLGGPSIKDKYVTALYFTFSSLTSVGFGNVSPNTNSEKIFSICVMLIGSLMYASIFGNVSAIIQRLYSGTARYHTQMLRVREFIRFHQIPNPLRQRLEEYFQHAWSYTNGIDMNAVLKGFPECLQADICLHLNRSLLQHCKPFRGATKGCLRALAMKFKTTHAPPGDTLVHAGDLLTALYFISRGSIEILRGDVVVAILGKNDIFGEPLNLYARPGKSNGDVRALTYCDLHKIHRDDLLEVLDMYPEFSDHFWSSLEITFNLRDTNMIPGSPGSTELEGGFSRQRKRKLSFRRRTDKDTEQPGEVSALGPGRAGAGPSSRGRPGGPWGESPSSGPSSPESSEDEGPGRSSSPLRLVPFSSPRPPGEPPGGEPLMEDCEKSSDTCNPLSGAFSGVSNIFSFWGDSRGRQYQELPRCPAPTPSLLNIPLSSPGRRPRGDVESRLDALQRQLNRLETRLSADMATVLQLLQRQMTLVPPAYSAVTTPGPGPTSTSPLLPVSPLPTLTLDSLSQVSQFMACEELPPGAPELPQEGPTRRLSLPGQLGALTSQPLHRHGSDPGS
Dyrk1A ADPGlo – blocks rat Dyrk1A kinase activity. ADP-Glo luminescence, NFATc1 peptide. inhibition, % at 12.5 µM. 310,000 compounds, 0.43% hits. Q63470; in the data active means inhibition above about 50%;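 further: plate controls were vehicle with enzyme for no effect and no enzyme for full effect; many of its hits are not listed in these tables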
Active calls of the source: *; i = inactive; . = no result given. These rows are one share of the data, so the mix of outcomes need not match the whole.

smiles,KCNK9 inh,KCNQ1 pot,PolyA inhibitor,KCNK3 inh,TRPC4 inh,TRPC4 agonist,KCNQ1 inh,Platelet DG rel,TRPC4 potent,hERG rescue,Dyrk1A ADPGlo
Cc1cc(C(C#N)c2ccccc2F)n2ncnc2n1 (configuration not stated),i,i,i,i,i,i,i,-90,i,-4,.
CCN(CC)CCCN(Cc1cc2cc3c(cc2[nH]c1=O)OCO3)C(=S)NCCCOC,i,i,i,i,i,i,i,11,i,-8,15
CCN(CC)C(=O)N1c2ccccc2Sc2ccccc21,i,i,i,i,i,i,i,2,i,-8,-4
O=C(NC(=S)N(CCO)Cc1ccccc1)c1cc(Br)ccc1Cl,i,i,i,i,i,i,i,-6,i,19*,7
O=C(Nc1cccc([N+](=O)[O-])c1)C1CC(=O)N(Cc2ccccc2)C1 (configuration not stated),i,i,i,i,i,i,i,1,i,-9,1
CN(CC1CCOCC1)C(=O)c1ccc2nc(Cc3cccc(Cl)c3)oc2c1,i,i,i,i,i,i,i,-11,i,-13,8
Cc1ccnn1CCSCC(=O)O,i,i,i,i,i,i,i,-7,i,-6,28
CS(=O)(=O)Nc1ccc(C(=O)N2CCCC2)cc1,i,i,i,i,i,i,i,-1,i,-7,-4
CC(C)c1cc(CN2CCN(CCC#N)CC2)cc(C(C)C)c1O,i,i,i,i,i,i,i,0,i,-2,22
CSc1ccc(/C=N/S(=O)(=O)c2ccccc2)cc1,i,i,i,i,i,i,i,-3,i,-10,-2
CC1(C)Cc2ccccc2C(N/N=C/c2ccc([N+](=O)[O-])cc2)=N1,i,i,i,i,i,i,i,11,i,4,-3
COc1cccc(N2CC(C(=O)Nc3nnc(SCC(=O)Nc4cc(C)on4)s3)CC2=O)c1 (configuration not stated),i,i,i,i,i,i,i,-9,i,-4,-7
O=C(OCC(=O)N1CCN(c2ccccc2)CC1)c1ccc2ccccc2n1,i,i,i,i,i,i,i,-1,i,-9,6
CN(CC(=O)Nc1ccc(Cl)c(C(F)(F)F)c1)C(=O)C1CCC1,i,i,i,i,i,i,i,21,i,-9,-1
Brc1cccc(CN2CCN(c3ncccn3)CC2)c1,i,i,i,i,i,i,i,2,i,-13,4

(continued)
smiles,KCNK9 inh,KCNQ1 pot,PolyA inhibitor,KCNK3 inh,TRPC4 inh,TRPC4 agonist,KCNQ1 inh,Platelet DG rel,TRPC4 potent,hERG rescue,Dyrk1A ADPGlo
CSc1ncccc1C(=O)N1CCN(S(=O)(=O)c2cc(C)ccc2C)CC1,i,i,i,i,i,i,i,14,i,-4,-6
CC(C)(C)c1ccc(CS(=O)(=O)CC(O)CN2CCCC2=O)cc1 (configuration not stated),i,i,i,i,i,i,i,-4,i,-5,2
Nc1c2c(nc3c1CCC3)CCCC2,i,i,i,.,i,i,i,-1,i,-6,.
CC(=O)Nc1ccc(N2C(=O)C3C4CC(=O)C(c5ccccc54)C3C2=O)cc1 (configuration not stated),i,i,i,i,i,i,i,-11,i,-14,-5
Cc1cc(C(=O)CSc2nncn2C)c(C)n1-c1ccccc1,i,i,i,i,i,i,i,1,i,-14,-6
C/C(=N\NC(=O)c1ccccc1F)c1cccc(NC(=O)c2ccccc2)c1,i,i,i,i,i,i,i,-8,i,-7,0
COc1ccc(NS(=O)(=O)c2cccc(NC(=O)c3ccccn3)c2)cc1,i,i,i,i,i,i,i,-2,i,-17,-5
Cc1ccc(N=Nc2c(O)ccc3n[nH]nc23)cc1,i,i,i,i,i,i,i,2,i,-9,13
CCOc1ccccc1N(CC(=O)NC1CCCCC1)S(C)(=O)=O,i,i,i,i,i,i,i,10,i,-13,7
Cc1cccc(-c2cc3nc4c(c(N5CCCC(O)C5)n3n2)CCC4)c1 (configuration not stated),i,i,i,-10*,i,i,i,15,i,-3,.
Cn1c(=O)oc2cc(S(=O)(=O)N3CCC(C(=O)N4CCN(c5ccc(F)cc5)CC4)CC3)ccc21,i,i,i,i,i,i,i,-1,i,-3,-3
COCCN(C(=O)CCCC(=O)Nc1ccccn1)C(C(=O)NC1CCCCC1)c1ccc(C)cc1 (configuration not stated),i,i,i,i,i,i,i,-5,i,-7,1
COc1ccccc1CNC(=O)COC(=O)C1CCN(S(=O)(=O)c2ccc(C)c(C)c2)CC1,i,i,i,i,i,i,i,-4,i,-6,12
O=C(O)C(NS(=O)(=O)c1cccc2nsnc12)c1ccccc1 (configuration not stated),i,i,i,i,i,i,i,4,i,0,-5
CC1Sc2ccc(S(=O)(=O)CCC(=O)N3CCN(c4ccccc4F)CC3)cc2NC1=O (configuration not stated),i,i,i,i,i,i,i,22,i,-5,-1

Next results:
smiles,KCNK9 inh,KCNQ1 pot,PolyA inhibitor,KCNK3 inh,TRPC4 inh,TRPC4 agonist,KCNQ1 inh,Platelet DG rel,TRPC4 potent,hERG rescue,Dyrk1A ADPGlo
O=C(NCc1csc2ccc(Cl)cc12)Nc1cccc2ccccc12,i,i,i,i,i,i,i,10,i,-1,0
C/C(=N\Nc1nc(N2CCCCC2)nc(N2CCOCC2)n1)c1ccccc1O,i,i,.,-9.1*,i,i,i,-1,i,-9,4
O=C1CCc2ccccc2N1,i,i,i,i,i,i,i,-3,i,-3,-2
O=C1C2C3C=CC(C3=C(c3ccccc3)c3ccccc3)C2C(=O)N1CCO (configuration not stated),i,i,i,i,i,i,i,2,i,-15,9
CS(=O)(=O)c1ccc(Cl)c(NC(=O)COc2ccc3c(c2)CCC3)c1,i,i,i,i,i,i,i,10,i,-9,-3
COc1ccccc1-n1c(SCC(=O)N2CCCCC2)nc(O)c(Cc2ccccc2)c1=O,i,i,i,i,i,i,i,-1,i,-7,-2
C/C(=N\NC(=O)CCCNc1ccc(C)cc1)c1ccccn1,i,i,i,i,i,i,i,5,i,1,-3
COc1ccc(C2(CNS(=O)(=O)c3ccc(C)cc3)CCOCC2)cc1,i,i,i,i,i,i,i,4,i,-14,-8
O=C(NCCSc1ccccc1)c1cccnc1,i,i,i,i,i,i,i,-2,i,-4,4
O=[N+]([O-])c1ccc(OCCOCCOc2ccc([N+](=O)[O-])cc2)cc1,i,i,i,i,i,i,i,-6,i,-8,-1
O=C(Nc1cccc(NC(=O)c2ccc(-c3ccc(Br)cc3)o2)c1)c1ccccc1,i,i,i,i,i,i,i,14,i,-11,1
CCOCCCN(CCC#N)C(=O)C1CCN(S(=O)(=O)c2ccc(-n3cnnn3)cc2)CC1,i,i,i,i,i,i,i,-2,i,-4,0
O=S(=O)(NCc1ccco1)c1cnc(Cl)c(Cl)c1,i,i,i,i,i,i,i,-1,i,-15,2
O=S(=O)(NC1CCCCC1Sc1ncccn1)c1ccccc1 (configuration not stated),i,i,i,i,i,i,i,15,i,-4,0
O=C(CCN1CCCCC1)Nn1c(=S)[nH]c2ccccc2c1=O,i,i,i,i,i,i,i,-9,i,-14,.

The list goes on.
smiles,KCNK9 inh,KCNQ1 pot,PolyA inhibitor,KCNK3 inh,TRPC4 inh,TRPC4 agonist,KCNQ1 inh,Platelet DG rel,TRPC4 potent,hERG rescue,Dyrk1A ADPGlo
O=C(c1cccc(F)c1)N1CCN(S(=O)(=O)c2ccccc2)CC1,i,i,i,i,i,i,i,2,i,-2,8
COc1cc(C(=S)N2CCOCC2)ccc1OC(=O)c1cc([N+](=O)[O-])cc([N+](=O)[O-])c1,i,i,i,i,i,i,i,6,i,-6,-2
Cc1ccc(Nc2nc(-c3cccs3)cs2)nc1,i,i,i,i,.,i,i,12,i,6.1*,7
CCc1ccc(CC2S/C(=C(\C#N)C(C)=O)NC2=O)cc1 (configuration not stated),i,i,i,i,i,i,i,5,i,-8,-5
O=C(CNC(=S)N(CCCN1CCOCC1)Cc1cccs1)N1CCCC1,i,i,i,i,i,i,i,-2,i,-5,3
CCOC(=O)NC(NCc1ccccc1Cl)(C(F)(F)F)C(F)(F)F,i,i,i,i,i,i,i,-1,i,-17,0
COc1ccc(-c2cc(C(F)(F)F)nc(SCC(=O)Nc3cc(C)on3)n2)cc1,i,i,i,i,i,i,i,0,i,-5,-10
CCc1ccc2c(Cl)c(C(=O)N/N=C/c3c[nH]c4ccccc34)sc2c1,i,i,i,i,i,i,6*,-6,i,-9,-4
O=c1sc2ccccc2c(N2CCCC2)c1[N+](=O)[O-],i,i,i,i,i,i,i,4,i,-8,32
Cc1ccc(S(=O)(=O)CCSc2n[nH]c(=O)n2-c2ccc3c(c2)OCCO3)cc1,i,i,i,i,i,i,i,-13,i,-10,.
Cc1ccc(/C=N/N2CCN(c3ccccc3)CC2)cc1,i,i,i,i,i,i,i,-3,i,2,.
COCCn1ccc2c(OCC(=O)NCCc3ccccc3)cccc2c1=O,i,i,i,i,i,i,i,21,i,-15,8
N#Cc1nc(COc2ccccc2Cl)oc1NCc1ccc(F)cc1,i,i,i,i,i,i,i,5,i,-11,-10
O=C(CCn1nnc2ccccc2c1=O)N[C@H](C(=O)O)c1ccccc1,i,i,i,i,i,i,i,-6,i,-2,2
CCOC(=O)c1c(Nc2ccccc2OCCOC)n[nH]c1C,i,i,i,i,i,i,i,4,i,-5,8

Carrying on.
smiles,KCNK9 inh,KCNQ1 pot,PolyA inhibitor,KCNK3 inh,TRPC4 inh,TRPC4 agonist,KCNQ1 inh,Platelet DG rel,TRPC4 potent,hERG rescue,Dyrk1A ADPGlo
O=C(NCCCn1ccnc1)C(=O)NCC1OCCN1S(=O)(=O)c1ccc(F)cc1 (configuration not stated),i,i,i,i,i,i,i,27,i,-7,1
CC1(C)CC(=NOC(=O)c2ccccc2)CC(C)(C)N1O,i,i,i,i,i,i,i,33,i,-6,3
CCOc1ccccc1N(CC)C(=O)Cn1ncc2c(=O)oc3ccccc3c21,i,i,i,i,i,i,i,3,i,-7,-1
O=C(N/N=C/c1ccc(N2CCOCC2)o1)c1cccc([N+](=O)[O-])c1,i,i,i,i,i,i,i,1,i,-8,1

In the list so far, 3 contain a CF3 group.
smiles,KCNK9 inh,KCNQ1 pot,PolyA inhibitor,KCNK3 inh,TRPC4 inh,TRPC4 agonist,KCNQ1 inh,Platelet DG rel,TRPC4 potent,hERG rescue,Dyrk1A ADPGlo
CN(CC(=O)Nc1ccc(Cl)c(C(F)(F)F)c1)C(=O)C1CCC1,i,i,i,i,i,i,i,21,i,-9,-1
CCOC(=O)NC(NCc1ccccc1Cl)(C(F)(F)F)C(F)(F)F,i,i,i,i,i,i,i,-1,i,-17,0
COc1ccc(-c2cc(C(F)(F)F)nc(SCC(=O)Nc3cc(C)on3)n2)cc1,i,i,i,i,i,i,i,0,i,-5,-10

Screening data deposited in PubChem BioAssay by several laboratories.
